# Source: PubChem BioAssay (National Center for Advancing Translational Sciences (NCATS))
# Chronic BCR inh: chronic active BCR signaling inhibition. ABC-DLBCL IkBa-CBG/CBR reporter, luminescence ratio, 4 h. Potency, µM (titrated, usually from 46.1 µM), without a hit: at the top dose ratio change, negative = lower green/red ratio, actives largely listed as inhibitors. 340,000 tested, 0.05% active. AID 493014; active = well fitted inhibition curve with a large enough effect in the signal ratio, with a control signal flat, not every such curve was filed as active; inconclusive = small, poorly fitted or top-dose-only effect, or effect the other way, or a change in a side signal; the % refers to the signal ratio;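 also: potency is read from the fitted curve at half-maximal effect; plate controls were basal doxycycline-induced cells for no effect and cells given 10 µM MG132 for full effect; MG132 reads +100%, hits lower the ratio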
#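 TMD8 ABC-DLBCL cells carrying doxycycline-inducible green luciferase fused to IkappaBalpha plus unfused red luciferase were exposed to compounds (up to 46 uM) for 4 hrs at 37C. Activity came from the overlap-corrected green/red luminescence ratio.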
# PTAP TSG101 blk: blocks PTAP/TSG101 interaction to inhibit HIV-1 budding | Potency, µM (highest dose often 115 µM), inactives show top-dose activity change, negative = inhibition, hits mostly inhibitors | 340,000 tested, under 10 active | Fluorescence polarization, FITC-PTAP peptide / Tsg101 binding | Q99816; active = well fitted inhibition curve with a large enough effect in the main read-out, with a control signal flat, not every such curve was filed as active; inconclusive = small, poorly fitted or top-dose-only effect, or effect the other way, or a change in a side signal; inactive = no such curve, though single readings can be large or run the other way; also: potency is read from the fitted curve at half-maximal effect; % of control where 0% means no effect
#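 Tsg101 binding domain (10 uM final) was mixed with compound and a FITC-labeled PTAP peptide (50 nM final) in HEPES pH 7.5 buffer with NaCl, Tween 20, EDTA and TCEP; fluorescence polarization was read after 20 min at r.t.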
# GALK inh: inhibitors of human galactokinase. AID 1868. 270,000 tested, 0.007% active. Purified GALK, Kinase-Glo residual ATP luminescence. Potency, µM (top dose mostly 57.5 µM), for the others: at the highest dose activity change, negative = inhibition, actives largely listed as inhibitors; also: potency is read from the fitted curve at half-maximal effect; % is scaled to controls: 0 for no effect and ±100 for the full control effect
#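 Compounds were pin-transferred into ATP buffer (35 uM final), then GALK plus galactose (5 nM, 100 uM final) was added. After 1 h at room temperature, Kinase-Glo Plus was added and luminescence read after 10 min.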
# PKM2 act: activators of human pyruvate kinase M2; Potency, µM (top dose mostly 57.5 µM), for the others: at the top dose activation, usual class: activators; P14618; AID 1631; purified PKM2, Kinase-Glo ATP luminescence, activation; response scale: 0% is enzyme alone, no compound; 260,000 tested, 0.34% active; also: potency is read from the fitted curve at half-maximal effect; % is scaled to controls: 0 for no effect and ±100 for the full control effect; nearly all actives have a fitted effect of over 55% in size
# Target sequence (P14618 whole entry, looked up): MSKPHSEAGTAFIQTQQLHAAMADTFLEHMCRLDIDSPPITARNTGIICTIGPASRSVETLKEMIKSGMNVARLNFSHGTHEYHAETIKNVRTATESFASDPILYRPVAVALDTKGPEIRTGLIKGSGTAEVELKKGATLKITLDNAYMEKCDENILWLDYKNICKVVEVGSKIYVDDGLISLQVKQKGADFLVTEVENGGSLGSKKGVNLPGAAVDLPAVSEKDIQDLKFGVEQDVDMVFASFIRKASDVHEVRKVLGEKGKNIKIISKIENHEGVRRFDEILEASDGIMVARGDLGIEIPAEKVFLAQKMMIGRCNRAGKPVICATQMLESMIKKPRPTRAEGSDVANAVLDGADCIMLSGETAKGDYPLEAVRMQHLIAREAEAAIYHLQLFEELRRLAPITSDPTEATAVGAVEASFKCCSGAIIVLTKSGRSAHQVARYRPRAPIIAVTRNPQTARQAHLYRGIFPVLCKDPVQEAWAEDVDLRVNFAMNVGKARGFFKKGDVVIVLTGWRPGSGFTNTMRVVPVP
#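 Kinase-Glo luminescence reports ATP generated from ADP (0.1 mM) and PEP (0.5 mM) by purified hPK-M2 after 1 h at room temperature, pH 7.2 imidazole buffer; intermediate enzyme activity allows detecting inhibitors and activators.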
# B2AR arrestin: recruits beta-arrestin to the human beta2-adrenergic receptor; 330,000 tested, 0.02% active; beta-arrestin recruitment to beta2AR, cell-based reporter; Potency, µM (doses to about 46.1 µM), inactives show top-dose activation, actives largely listed as activators;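 also: potency is read from the fitted curve at half-maximal effect; 0% = DMSO controls and full agonism = EC100 isoproterenol or metaproterenol; nearly all actives have a fitted effect of over 65% in size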
# FBPA coupling cs: counter-screen for Giardia aldolase inhibitors: coupling enzyme system | coupling enzyme system counterscreen, AmpLite Red fluorescence | 290,000 tested, 0.67% active | activity change, negative = inhibition, % at 58.2 µM, hits read low | AID 2472; in the data active = activity change below about -30%; also: % is scaled to controls: 0 for no effect and ±100 for the full control effect
#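 Counterscreen lacking aldolase: glyceraldehyde-3-phosphate coupling-enzyme reagent preincubated 10 min at RT with compound (at 57.5 uM final), then substrate/coupling system with AmpLite Red added; fluorescence read at 525/598 nm after 20 min RT.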
# Giardia kill: Giardia lamblia killing; Giardia lamblia trophozoite viability; 340,000 tested, 0.15% active; AID 540267; activity change, % at 7.66 µM, hits read low; in the data active = activity change below about -80%; inconclusive = between about -30% and that limit;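 also: parasites exposed to compound for two days anaerobically before the ATP read; % is scaled to controls: 0 for no effect and ±100 for the full control effect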
#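 Killing of trophozoites was scored by loss of ATP luminescence after a 48 hrs anaerobic exposure to compounds at 37 deg C, using 100 cells per well.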
# a7 integrin act: activates integrin-mediated alleviation for muscular dystrophy. alpha7betagal myoblasts, beta-gal FDG fluorescence, 48 h. Potency, µM (top dose mostly 38.3 µM), for inactives: at the top dose activation, usual class: activators. 350,000 tested, 0.064% active;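 also: potency is read from the fitted curve at half-maximal effect; 100% = response of the positive control SU9516; nearly all actives have a fitted effect of over 60% in size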
#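 Alpha7betagal+/- myoblasts (passage 13) were plated 16-24 hr, then exposed to compounds (1:260 dilution of DMSO stock) for 48 hours at 37C. After MPER lysis, β-galactosidase reporter activity was read as FDG fluorescence (ex 480/em 540) after 30 minutes.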
# Menin MLL FP TR: inhibitors of human menin-MLL interaction, mutant MLL peptide | O00255 | Menin + Texas Red MLL mutant peptide, fluorescence polarization | Potency, µM (doses to about 61.6 µM), for the others: at the top dose FP activity change, negative = inhibition, actives largely listed as inhibitors | 270,000 tested, 0.23% active | AID 1768; active = well fitted inhibition curve with a large enough effect in the polarisation, with a control signal flat, not every such curve was filed as active; inconclusive = small, poorly fitted or top-dose-only effect, or effect the other way, or a change in a side signal; inactive = no such curve, though single readings can be large or run the other way; the % refers to the polarisation; also: potency is read from the fitted curve at half-maximal effect; % of control where 0% means no effect; many of its hits are not listed in these tables
# Target sequence (O00255 whole entry, looked up): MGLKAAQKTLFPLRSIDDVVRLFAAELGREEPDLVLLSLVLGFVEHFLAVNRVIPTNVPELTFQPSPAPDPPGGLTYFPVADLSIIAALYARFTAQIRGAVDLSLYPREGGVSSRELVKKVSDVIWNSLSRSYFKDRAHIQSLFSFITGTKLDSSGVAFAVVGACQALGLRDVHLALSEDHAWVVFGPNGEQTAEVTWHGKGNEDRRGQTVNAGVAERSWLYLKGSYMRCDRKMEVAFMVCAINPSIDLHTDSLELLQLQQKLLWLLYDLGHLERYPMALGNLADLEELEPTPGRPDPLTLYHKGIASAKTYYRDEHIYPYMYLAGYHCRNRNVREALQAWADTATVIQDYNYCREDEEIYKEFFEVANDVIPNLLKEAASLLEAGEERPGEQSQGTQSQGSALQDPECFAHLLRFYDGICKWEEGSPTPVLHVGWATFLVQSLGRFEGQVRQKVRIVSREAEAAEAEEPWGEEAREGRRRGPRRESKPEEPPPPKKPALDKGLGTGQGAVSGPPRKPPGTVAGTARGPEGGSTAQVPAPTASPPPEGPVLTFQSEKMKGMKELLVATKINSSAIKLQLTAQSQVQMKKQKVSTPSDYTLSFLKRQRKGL
# Tb PFK block: T. brucei PFK enzyme inhibition; O15648; T. brucei PFK, ADP-Glo luminescence; Potency, µM (highest dose often 57.5 µM), without a hit: at the top dose activity, negative = inhibition, most hits filed as inhibitors; 330,000 tested, 0.17% active; AID 485367;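 also: potency is read from the fitted curve at half-maximal effect; 0% = uninhibited 1x PFK enzyme wells and -100% = no-enzyme wells; nearly all actives have a fitted effect of over 60% in size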
#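 PFK 1.25 nM, F6P 0.5 mM, ATP 0.1 mM, 0.1 M TEA pH 8.0, 5 mM MgCl2, 0.01% Tween20, 0.1% BSA; 45 min RT. ADP-Glo readout. qHTS titration up to 57 uM; curves fitted, compounds curve-classed.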
# S-ASM inh: human S-ASM enzyme inhibition. Potency, µM (series often up to 57.5 µM), for the others: at the highest dose activity change, negative = inhibition, most hits filed as inhibitors. AID 504937. P17405. placental ASM, HMU-PC fluorogenic substrate, 60 min. 340,000 tested, 0.006% active; also: potency is read from the fitted curve at half-maximal effect
#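 HMU-PC0 cleavage (9 uM final) by human placental ASM, 60 min at 37 °C following 10 min compound exposure at RT; stopped at pH 10, fluorescence Ex 386/Em 447 nm.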
# Active calls of the source: *; ? = inconclusive; . = not tested or not shown; & = joins results of further samples; [ ] = dose if it differs, or a comment. Unless noted, calls follow the shape of the dose curve; as a rule, active = well fitted curve in the direction sought with a large enough effect; inconclusive = small, poorly fitted or top-dose-only effect, or another doubt; inactive = no such curve, though single readings can be large; an effect the other way counts as inactive or inconclusive. Only part of the results is shown; count on the stated rates, not on these rows.
SMILES,Chronic BCR inh,PTAP TSG101 blk,GALK inh,PKM2 act,B2AR arrestin,FBPA coupling cs,Giardia kill,a7 integrin act,Menin MLL FP TR,Tb PFK block,S-ASM inh
CCOC(=O)c1ccc(NC(=O)N2CCOCC2)cc1,-4%,0%,-1%,-1%,-0.2%,0,-13,-11%,-21%,10%,-1%
CN(Cc1c(F)cccc1Cl)C(=O)c1cc2ccccc2o1,-1%,-6%,12%,5%,0.2%,-3,5,-18%,3%,2%,1%
COC(=O)c1ccc2c(=O)n(Cc3ccco3)c(SCC(=O)Nc3cc(C)on3)nc2c1,4%,-3%,-3%,14%,-0.1%,0,15,-2%,?,2%,21%
CCc1cccc(NC2c3ccccc3C(=O)N2c2cccnc2)c1 (stereo not given),2%,0%,1%,1%,-0.4%,0,11,11%,0%,9%,8%
CCOCCCNC(=O)C(NC(=O)Cc1cccs1)c1ccc(Cl)cc1 (stereo not given),-4%,2%,1%,.,0.2%,2,-12,-3%,-18%,1%,3%
O=C(CNCC1CCCO1)N1CCCCCC1 (stereo not given),6%,0%,1%,6%,0.1%,3,-11,71%,2%,2%,2%
CCCCN(CCCNC(=O)Cn1ncc2ccsc2c1=O)Cc1ccccc1,10%,-3%,-1%,-20%,0.2%,6,3,-7%,-28%,-4%,0%
O=C(NC1CCCC1)C(c1ccccc1)N(Cc1ccccc1)C(=O)c1csnn1 (stereo not given),0%,-3%,-3%,.,-0.1%,-1,5,5%,-11%,12%,-2%
CCOC(=O)N1CCC(Nc2c(N3CCN(c4cc(Cl)ccc4C)CC3)c(=O)c2=O)CC1,1%,-4%,1%,-1%,0.2%,0,-6,-12%,-5%,-3%,0%
CCOC(=O)C1C(c2ccc(C(=O)O)cc2)NC(=O)NC1(O)C(F)(F)F (stereo not given),-9%,-5%,-2%,-8%,0.3%,3,6,-8%,?,1%,5%[11.5 µM]
CC(C)CC(=O)NC(=S)Nc1ccc(N2CCOCC2)c(Cl)c1,?,-8%,-2%,2%,0.1%,1,-4,-16%,7%,0%,-6%
CCN(CC)S(=O)(=O)c1cccc(C(=O)Oc2cccnc2)c1,-1%,-3%,0%,13%,0.0%,4,22,25%,24%,-4%,7%
CCCNC(=O)c1cc2c(C(F)(F)F)nn(C)c2s1,2%,-4%,-1%,1%,0.8%,-6,-6,-1%,-31%,3%,-1%
COCCn1nnnc1CN1CCC(Cc2ccccc2)CC1,3%,-3%,-4%,3%,-0.2%,1,-4,-3%,6%,1%,1%
COc1ccc(NC(=O)c2ccccn2)cc1OC,?,0%,1%,-14%,-0.9%,-18,-23,6%,0%,-1%,6%
CCOc1ccc(-c2cc(C(=O)Nc3ccc4c(c3)OCCO4)c3ccccc3n2)cc1,-19%,-2%,-1%,-2%,-1.1%,-2,-11,-20%,?,0%,-7%
COc1ccc(NC(=O)CN(C)S(=O)(=O)c2cccs2)cc1,-23%,0%,-1%,-2%,-0.2%,1,3,0%,0%,2%,-8%
CCOC(=S)SCc1cn2ccc(C)cc2n1,?,-4%,1%,7.9µM*,0.3%,0,-7,-31%,-8%,-2%,0%
CCC(=O)c1ccc(OCC(=O)N(CC)CC(=O)Nc2ccccc2OC)cc1,0%,-1%,.,.,-0.3%,.,-9,-20%,.,-4%,-1%
Cc1ccc(-c2cc(C(=O)N3CCOCC3)c3cc(C)ccc3n2)cc1,11%,-1%,-1%,0%,0.3%,1,-16,4%,-5%,2%,8%
O=C(NNC(=O)c1ccc(-c2ccccc2)cc1)c1ccccc1,7%,-3%,1%,-4%,-0.8%,0,6,12%,-13%,8%,.
COc1ccc(N2CCN(C(=O)COc3ccc4c(C)cc(=O)oc4c3)CC2)cc1,?,0%,-1%,-3%,0.3%,0,10,-11%,-19%,3%,183%[activator]
O=C1CC(c2ccccc2)CC(O)=C1C=Nc1ccccc1Cl (stereo not given),?,-2%,2%,6%,-1.1%,0,3,-8%,4%,2%,7%
Cc1cc(C(=O)NCc2cccs2)c(C)o1,?,-3%,-6%,12%,-0.2%,-1,-14,6%,0%,10%,3%
O=C(Nc1ccccc1)N1N=C(c2cccs2)CC1c1cccs1 (stereo not given),0%,-3%,5%,-5%,5.1%,1,23,9%,0%,2%,-3%
# The results go on.
SMILES,Chronic BCR inh,PTAP TSG101 blk,GALK inh,PKM2 act,B2AR arrestin,FBPA coupling cs,Giardia kill,a7 integrin act,Menin MLL FP TR,Tb PFK block,S-ASM inh
CC(C)=CCc1c(C)nc2ccccc2c1C(=O)O,-20%,-2%,-4%,1%,3.2%,-4,-8,-7%,4%,-4%,0%
COc1ccc(-c2ccc(SCC(=O)NCc3ccc4c(c3)OCO4)nn2)cc1OC,-4%,-3%,5%,-4%,0.0%,1,-17,6%,1%,-3%,-10%
COc1ccc(CCNC(=O)Cc2ccc(NS(=O)(=O)c3ccc(F)cc3)cc2)cc1OC,-3%,0%,.,.,0.2%,.,28,10%,.,-1%,1%
COc1ccc(OC)c(S(=O)(=O)N2CCC3(CC2)OCCN3S(=O)(=O)c2ccccc2)c1,?,-2%,.,.,0.0%,.,-5,-3%,.,0%,0%
C[C@@H](C(=O)Nc1ccc2ccccc2c1)[C@@H]1C[C@@]1(C)[C@@H](NC(=O)c1cccnc1)c1ccccc1,-4%,-3%,.,-13%&0%,0.0%,-2&0,-5,10%,0%&0%,4%,-7%
CCOc1ccccc1CNC(=O)C1CCC(=O)N1C(C)C (stereo not given),-2%,-3%,-4%,7%,-0.3%,0,-19,-10%,7%,1%,-1%
Cn1nc(C(F)(F)F)c(-c2ccccc2)c1NC(=O)c1nccnc1C(=O)O,5%,0%,1%,-19%,0.0%,10,-3,13%,.,-19%,3%
CCn1c(O)c(N=NC(=O)CNC(=O)/C=C/c2ccccc2)c2ccccc21,?,-9%,1%,.,-0.7%,.,-11,?,.,3%,-20%
Cc1cc(C)c(C(N)=O)c(Nc2cccc(Cl)c2C)n1,17%,-1%,0%,6%,0.3%,-3,-1,25%,13%,2%,1%
CCOC(=O)C(C(C)=O)c1nc(C)nc2c1nnn2Cc1ccccc1Cl (stereo not given),?,-6%,-3%,-18%,7.0%,0,1,0%,-7%,-11%,3%
COc1ccc(/C=C/C(=O)c2ccc3c(c2)OCO3)c(OC)c1,?,-1%,2%,5%,0.6%,0,?,-4%,-2%,-9%,72%[activator]
COc1ccccc1N1CCN(/N=C/c2cc(OC)c(OC(C)=O)c(OC)c2)CC1,?,-5%,3%,-4%,-0.8%,2,6,-18%,-3%,6%,-2%
O=C(NCC1CCCO1)C(c1ccc(F)cc1)N(CCCN1CCOCC1)C(=O)c1ccc(-c2ccccc2)[nH]1 (stereo not given),?,-5%,0%,0%,3.1%,-5,12,-29%,?,-2%,2%
COc1ccc(/C(C)=N\NC(=O)CSc2nnc(C)s2)cc1,-3%,-2%,2%,1%,-0.6%,-1,2,?,-6%,10%,3%
COCCCn1c(SCC(=O)NC2CCCCC2)nnc1-c1ccncc1,3%,-6%,-2%,0%,-0.1%,0,-11,-3%,-7%,-2%,5%
O=C(c1ccc(-c2nnc(-c3ccccc3)o2)cc1)N1CCCCCC1,4%,-3%,4%,-24%,-0.4%,0,9,16%,-11%,0%,-1%
Cc1cc(C(=O)C(=O)N(C)C)c(C)n1-c1ccc(Cl)cc1,6%,-3%,-3%,6%,-0.1%,4,-20,16%,-12%,0%,2%
CC(C)c1ccc(NC(=O)NCc2ccccn2)cc1,5%,0%,-3%,-4%,0.2%,0,-7,4%,0%,1%,2%
O=C(Nc1ccc2c(c1)OCCO2)c1cc2sccc2n1Cc1ccccc1,?,-1%,2%,-4%,-0.5%,.,5,7%,?,-1%,-3%
COC(=O)CC(NC(=O)Nc1ccc(C)cc1)c1cccc([N+](=O)[O-])c1 (stereo not given),5%,-1%,1%,0%,0.0%,-5,-11,?,?,5%,-2%
O=C(/C=C/c1ccc(Cl)cc1)Nc1ccc(Br)cn1,8%,0%,0%,-4%,-0.6%,0,-12,4%,12%,-2%,5%
CCOc1nc(Nc2ccc(OC)cc2)nc(OCC)n1,7%,-1%,1%,0%,-0.4%,1,-6,18%,.,2%,3%
Cc1ccc(S(=O)(=O)c2c(C)cc(C)[nH]c2=O)cc1,1%,-4%,10%,.,0.3%,2,-7,-16%,-13%,0%,3%
